GLS inhibitor – qHTS for Inhibitors of Glutaminase (GLS). Glutaminase kidney isoform, mitochondrial (Homo sapiens), O94925. GLS enzymatic activity, qHTS titration. Potency, µM (titrated, usually from 45.5 µM), for inactives: at the top dose activity change, negative = inhibition, most hits filed as inhibitors. hit rate 0.21% among 410,000. AID 624170, 2012; also: potency is read from the fitted curve at half-maximal effect; % is scaled to controls: 0 for no effect and ±100 for the full control effect
Target sequence (O94925 whole entry, looked up, canonical isoform): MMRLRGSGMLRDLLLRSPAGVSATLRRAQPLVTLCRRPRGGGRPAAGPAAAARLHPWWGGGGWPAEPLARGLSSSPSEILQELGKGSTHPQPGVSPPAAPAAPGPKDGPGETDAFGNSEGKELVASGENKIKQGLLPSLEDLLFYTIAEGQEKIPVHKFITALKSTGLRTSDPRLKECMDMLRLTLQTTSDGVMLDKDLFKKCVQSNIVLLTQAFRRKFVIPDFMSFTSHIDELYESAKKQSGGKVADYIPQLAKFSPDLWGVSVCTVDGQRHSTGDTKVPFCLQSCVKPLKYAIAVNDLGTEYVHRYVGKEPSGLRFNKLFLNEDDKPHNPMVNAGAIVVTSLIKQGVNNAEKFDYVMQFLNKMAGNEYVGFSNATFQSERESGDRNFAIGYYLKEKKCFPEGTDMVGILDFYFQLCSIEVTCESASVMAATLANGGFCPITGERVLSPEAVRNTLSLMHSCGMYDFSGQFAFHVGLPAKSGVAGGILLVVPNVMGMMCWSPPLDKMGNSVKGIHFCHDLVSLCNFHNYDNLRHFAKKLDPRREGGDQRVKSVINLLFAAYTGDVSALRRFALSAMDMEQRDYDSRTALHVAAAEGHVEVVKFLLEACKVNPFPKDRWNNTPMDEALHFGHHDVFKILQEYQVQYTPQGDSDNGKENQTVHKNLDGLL
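Coupled fluorescence readout: glutamate oxidase/HRP/Amplex Red detect glutamate formed by hKGA from L-glutamine (1 mM solution added). Buffer 45 mM KH2PO4 pH 8.2, 0.02% Tween-20; reads at t0 and 30 min RT.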
ALOX12 inh – Primary qHTS assay for inhibitors of human arachidonate 12S-lipoxygenase (ALOX12): Round 2; Polyunsaturated fatty acid lipoxygenase ALOX12 (Homo sapiens), P18054; purified 12hLO, xylenol orange hydroperoxide absorbance; Potency, µM (series often up to 108 µM), for the others: top-dose activity change, negative = inhibition, actives largely listed as inhibitors; hit rate 1.1% among 580,000; AID 1671190, 2021; also: potency is read from the fitted curve at half-maximal effect; % is scaled to controls: 0 for no effect and ±100 for the full control effect
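Hydroperoxide product was detected by ferrous iron/xylenol orange as the 573 to 405 nm absorbance ratio. Arachidonic acid at 40 uM (final) was turned over for 30 min at room temperature by 150 nM human 12hLO, pH 7.0 Hepes buffer, after 15 min compound preincubation.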
PI4K2A block – qHTS for small molecular inhibitors of PI4K2A. Phosphatidylinositol 4-kinase type 2-alpha (Homo sapiens), Q9BTU6. purified PI4K2A, ADP-Glo luminescence, 1 h; stronger effect = lower value. activity change, negative = inhibition, % at 76.9 µM. hit rate 0.13% among 420,000; in the data active = activity change below about -50%; inconclusive = mostly about -30% to -49%;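 also: -100% = wells without enzyme as full effect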
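In this quantitative HTS, ADP production by PI4K2A was quantified luminescently after 1 h at ambient temperature; 100 microM adenosine served as plate-quality control.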
RGS4 inhibitor – Inhibitors of Regulator of G Protein Signaling (RGS) 4: qHTS | Regulator of G-protein signaling 4 (Homo sapiens), P49798 | AID 504845, 2011 | Transcreener GDP fluorescence polarization, RGS4-accelerated GTP hydrolysis | Potency, µM (series often up to 114 µM), for the others: at the top dose activity change, negative = inhibition, actives largely listed as inhibitors | hit rate 0.039% among 390,000; also: potency is read from the fitted curve at half-maximal effect; % is scaled to controls: 0 for no effect and ±100 for the full control effect; nearly all actives have a fitted effect of over 75% in size; some results filed as inactive show a strong effect at the top dose
Target sequence (P49798 whole entry, looked up): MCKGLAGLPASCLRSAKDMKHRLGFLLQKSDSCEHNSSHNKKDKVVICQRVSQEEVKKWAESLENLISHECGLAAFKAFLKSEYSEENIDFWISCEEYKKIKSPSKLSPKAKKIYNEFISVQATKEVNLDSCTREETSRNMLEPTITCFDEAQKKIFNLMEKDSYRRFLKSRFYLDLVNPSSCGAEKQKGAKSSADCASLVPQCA
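MLSMR compounds (23 nl, pin-transferred) preincubated 10 min at room temperature with a 500nM (2x) first reagent, then RGS4 at 900nM (2x) plus Transcreener GDP mix added; fluorescence polarization (620/688 nm) read before and after 90 min at 30 °C.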
JMJD2A Tudor – qHTS Assay for Inhibitors of JMJD2A-Tudor Domain. AlphaScreen JMJD2A-Tudor / H3K4me3 peptide binding. Potency, µM (doses to about 114 µM), inactives show at the highest dose activity change, negative = inhibition, actives largely listed as inhibitors. hit rate 4.4% among 390,000. AID 504339, 2011; also: potency is read from the fitted curve at half-maximal effect; % is scaled to controls: 0 for no effect and ±100 for the full control effect; nearly all actives have a fitted effect of over 50% in size
G9a block – qHTS Assay for Inhibitors of Histone Lysine Methyltransferase G9a | AID 504332, 2011 | hit rate 8.8% among 350,000 | Histone-lysine N-methyltransferase EHMT2 (Homo sapiens), Q96KQ7 | G9a H3K9 monomethylation, AlphaScreen, 2 h | Potency, µM (highest dose often 102 µM), without a hit: at the top dose activity, negative = inhibition, usual class: inhibitors; also: potency is read from the fitted curve at half-maximal effect; % is scaled to controls: 0 for no effect and ±100 for the full control effect; nearly all actives have a fitted effect of over 75% in size
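AlphaScreen detection with an anti-monomethyl H3K9 antibody quantified product after a 2 h room-temperature reaction containing 500 nM biotinylated H3K9 peptide, 20 µM SAM and 20 nM enzyme, which had been preincubated 15 min with compound.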
HP1b chromo inh – HTS for Inhibitors of HP1-beta Chromodomain Interactions with Methylated Histone Tails. Chromobox protein homolog 1 (Homo sapiens), P83916. AlphaScreen HP1-beta / biotin-H3K9me3 peptide binding. Potency, µM (titrated, usually from 114 µM), without a hit: at the highest dose activity change, negative = inhibition, usual class: inhibitors. hit rate 0.56% among 390,000; also: potency is read from the fitted curve at half-maximal effect; nearly all actives have a fitted effect of over 70% in size; inactives centre near 23
Target sequence (P83916 whole entry, looked up): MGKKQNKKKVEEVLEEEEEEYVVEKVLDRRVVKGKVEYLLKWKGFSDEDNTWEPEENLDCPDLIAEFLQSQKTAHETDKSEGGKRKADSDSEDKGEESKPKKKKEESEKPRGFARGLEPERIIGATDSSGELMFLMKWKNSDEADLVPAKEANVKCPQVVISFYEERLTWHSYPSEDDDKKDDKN
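HP1-beta protein (50 nM final) preincubated 30 min at room temperature with biotinylated H3(1-18)K9me3 peptide (50 nM) in PBS pH 7.4, 0.01% Tween-20, then compound added for 30 min. AlphaScreen streptavidin donor/nickel chelate acceptor beads (10 ug/mL final), 30 min dark, luminescence read.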
BAZ2B block – qHTS Assay for Inhibitors of BAZ2B. Bromodomain adjacent to zinc finger domain protein 2B (Homo sapiens), Q9UIF8. AlphaScreen BAZ2B-H3K14Ac peptide displacement. Potency, µM (titrated, usually from 114 µM), inactives show top-dose activity change, negative = inhibition, usual class: inhibitors. hit rate 4.4% among 360,000. AID 504333, 2011; also: potency is read from the fitted curve at half-maximal effect; % is scaled to controls: 0 for no effect and ±100 for the full control effect; nearly all actives have a fitted effect of over 60% in size
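Protein-peptide AlphaScreen: BAZ2B 50 nM, b-H3K14Ac 50 nM, 1x PBS pH 7.4 + 0.01% Tween-20. Preincubation 30 min RT; cpd 30 min RT (top 110 uM); beads 20 min RT, light-protected.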
ERG-DNA inh – qHTS for Small Molecule Inhibitors of the ERG Ets/DNA interaction; Transcriptional regulator ERG (Homo sapiens), P11308; fluorescence polarization, His-ERG Ets domain / labelled DNA; Potency, µM (highest dose often 76.9 µM), without a hit: at the highest dose FP activity, negative = inhibition, usual class: inhibitors; hit rate 0.028% among 370,000; AID 624246, 2012; active = well fitted inhibition curve with a large enough effect in the polarisation, with a control signal flat; inconclusive = small, poorly fitted or top-dose-only effect, or effect the other way, or a change in a side signal; inactive = no such curve, though single readings can be large or run the other way; the % refers to the polarisation;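 also: polarization taken with two DNA probes labelled with fluorescein and Texas red; potency is read from the fitted curve at half-maximal effect; % of control where 0% means no effect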
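His-tagged ERG Ets domain (1 uM in the protein solution; 300mM KCl, 50mM Tris-HCl, 1mM EDTA, 1mM DTT, pH 7.5) received compound, then a probe mix of 5 nM fluorescein-DNA and 100nM Texas-615-DNA. Fluorescence polarization was read for both dyes.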
Numbers without * were called inactive; u = inconclusive; x = no result given; & = joins results of further samples; [ ] = dose if it differs, or a comment. Unless noted, calls follow the shape of the dose curve; as a rule, active = well fitted curve in the direction sought with a large enough effect; inconclusive = small, poorly fitted or top-dose-only effect, or another doubt; inactive = no such curve, though single readings can be large; an effect the other way counts as inactive or inconclusive. A portion of the library. The share of hits here may be higher or lower than overall.

no.	compound	GLS inhibitor	ALOX12 inh	PI4K2A block	RGS4 inhibitor	JMJD2A Tudor	G9a block	HP1b chromo inh	BAZ2B block	ERG-DNA inh
1	NS(=O)(=O)c1ccc(CCNC2CC(=O)N(CCc3ccccc3)C2=O)cc1 (stereo unspecified)	1%	9%	8	3%	4%	-7%[59 µM]	49%[activator]	22%	13%
2	Cc1ccc(-c2nc(-c3cccnc3)sc2CC(=O)Nc2ccc3nc(C)sc3c2)cc1	-4%	10%	0	-42%	-25%	-16%[59 µM]	23%	-1%	3%
3	COc1ccc(NC(=O)C2CCCN(S(=O)(=O)c3ccc4c(c3)CC(C)N4C(C)=O)C2)cc1 (stereo unspecified)	-5%	8%	-9	10%[11.4 µM]	-18%	12%[59 µM]	34%	-22%	-17%
4	CCOC(=O)c1c(NC(=O)C2C3C=CC(C3)C2C(=O)O)sc2c1CCC(CC)C2 (stereo unspecified)	29%	-27%	-7	-5%	-30%	-6%[59 µM]	1%	-15%	4%
5	O=C(NCCCn1ccnc1)C1CCCN(S(=O)(=O)c2ccc(F)cc2)C1 (stereo unspecified)	-3%	7%	2	-34%	13µM*	14%[59 µM]	23%	-11%	18%
6	CCOc1ccc(CC(=O)NCC(=O)NCc2cc(=O)n(C)c(=O)n2C)cc1	-1%	0%	6	-14%	-21%	x	22%	12%	8%
7	CCOC(=O)N1CCN(/C=C(\C#N)c2nc3ccccc3s2)CC1	-3%	-1%	-3	-11%	-22%	11%	2%	-11%	3%
8	Cc1nc2ccccc2n1CCOc1ccc([N+](=O)[O-])cc1	-2%	u	1	6%	-8%	x	23%	-1%	4%
9	O=C(O)c1ccc(CNCc2ccc(Cl)cc2)s1	0%	-5%	1	1%	-7%	2%[59 µM]	24%	2%	0%
10	Cc1ccc(C(=O)COC(=O)CN2C(=O)C3C4CC(C(Br)C4Br)C3C2=O)cc1 (stereo unspecified)	-5%	-1%	-2	5%	-5%	13%	18%	14%	-23%
11	CCOC(=O)[C@H]1[C@H]2COc3ccc(Cl)cc3[C@@H]2N2C(=O)c3cc(Cl)ccc3NC(=O)[C@@]12C	11%	-58%	2	6%	-23%	8%[2.33 µM]	18%	4%	-7%
12	CCOC(=O)NC1=NCC(C)S1 (stereo unspecified)	-6%	-2%	1	10%	3%	-2%	33%	-3%	0%
13	COc1ccc(CCNC(=O)C(=O)NCCC2CCCCN2S(=O)(=O)c2ccccc2)cc1 (stereo unspecified)	2%	-9%	7	-31%	-6%	-17%	30%	-8%	-6%
14	COc1cccc(NC(=O)c2c(C)nn(-c3ccccc3)c2Cl)c1	0%	-13%	-3	5%	6%	23%[59 µM]	68%[activator]	-8%	-3%
15	O=C(Nc1ccc(F)cc1)c1cc(-c2ccccc2)no1	1%	-12%	-6	-7%	-1%	-23%	31%	-23%	2%
16	Cc1ccc(C(=O)O)cc1NS(=O)(=O)c1ccc2c(c1)oc(=O)n2C	0%	6%&-19%	-2	-12%	-2%	-1%	29%	-12%	1%
17	CCCOc1cccc(C2c3c(-c4ccccc4O)n[nH]c3C(=O)N2Cc2ccco2)c1 (stereo unspecified)	14%	u	-4	-16%	u	-35%[59 µM]	-1%	u	5%
18	Cc1ccc(-n2ncc3c(=O)n(CC(=O)N4CCN(c5ccccc5F)CC4)cnc32)cc1C	6%	-9%	-8	24%	-3%	-7%[59 µM]	-3%	1%	8%
19	CC(=O)N1CCN(CC(=O)Nc2ccccc2Sc2ccccc2)CC1	4%	-25%	-5	18%	-12%	6%[59 µM]	23%	3%	4%
20	CCOc1ccccc1NC(=O)CSc1nc2c(oc3ccccc32)c(=O)n1Cc1ccco1	-11%	-20%	0	3%	-24%	-13%[59 µM]	11%	-2%	0%
21	Cn1c(SCC(=O)OC2CCCCC2)nnc1-c1ccc(S(=O)(=O)N2CCCC2)cc1	4%	25%	-1	13%	-6%	12%	31%	11%	x
22	Cc1ccc(S(C)(=O)=NC(=O)c2cc(C)on2)cc1 (stereo unspecified)	17%	14%	-1	1%	-9%	19%	-2%	-12%	0%
23	CCCOc1ccc(CNC(=O)c2[nH]c3cc(OC)ccc3c2Sc2ccccc2)cc1	-6%	-16%	2	5%	-20%	u	47%[activator]	-4%	6%
24	CCC(C(=O)NC1C(=O)N2C(C(=O)O)=C(CSc3nnc(C)s3)CSC12)c1ccccc1 (stereo unspecified)	-8%	-51%	-4	u	u	u	19%	-26%	0%
25	Cc1ccc(Nc2cc(C)c(C#N)c3nc4ccccc4n23)cc1Cl	-5%	-1%	-3	-9%	-18%	-2%[59 µM]	13%	-1%	-3%
26	Cc1ccc(C)c(OCCC(=O)OCC(=O)N2CCN(S(=O)(=O)c3ccc(Cl)cc3)CC2)c1	15%	-20%	1	17%	-10%	8%	47%[activator]	2%	-2%
27	CC(C)NC(=O)CSc1nc2[nH]ncc2c(=O)[nH]1	0%	6%	0	-10%	-13%	-7%	62%[activator]	-17%	6%
28	Cc1ccc[n+](C2C(c3ccc([N+](=O)[O-])cc3)C(C#N)=C([S-])NC2(O)C2CC2)c1 (stereo unspecified)	8%	-18%	0	-3%	-29%	16µM*	16%	u	11%
29	CCN1CCN(c2ncc3c(n2)CCN(Cc2ccc(OC)c(OC)c2)C3)CC1	9%	u	-1	-7%	-25%	-24%[12.7 µM]	23%	-26%	7%
30	Cc1cc(C(=O)Nn2cnc3ccccc3c2=O)ccc1[N+](=O)[O-]	2%	1%	-2	u	-4%[57.1 µM]	16%[12.7 µM]	17%	0%	6%
31	COc1ccc(/C=N/Nc2cc(=O)n(C)c(=O)n2C)cc1OC	19%	3%	-13	-23%	-12%	-30%[59 µM]	25%	-17%	14%
32	C=C(C)CN(CC)C(=O)CCc1nnc(CCCc2ccccc2)o1	0%	0%	-6	-10%	u	0%	37%	-1%	-6%
33	COc1ccc2oc(=O)cc(CN3CCN(c4ccccc4OC)CC3)c2c1	-4%	-22%	-6	-33%	-31%	-26%[59 µM]	-1%	-2%	-7%
34	OC1C=CSc2nc3ccccc3n21 (stereo unspecified)	1%	13%	1	-11%	5%	18%[59 µM]	48%	8%	7%
35	Cc1ccc2c(c1)nc(NCCO)n2C	32%[activator]	0%	13	11%	14%	u	18%	22%	8%
36	COc1cc(-c2c(C#N)c(N)nc3c2c(C)nn3-c2ccc(C)c(C)c2)cc(OC)c1OC	-6%	-10%	1	31%	-2%	-5%	39%	12%	3%
37	Cc1cc(OCC(=O)OCC(=O)N2CC(C)CC(C)C2)ccc1Cl (stereo unspecified)	1%	9%	-3	9%	23%	-2%[12.7 µM]	77%[activator]	16%	1%
38	O=C(O)c1ccc2c(c1)N(Cc1ccc(F)cc1)C(=O)c1ccccc1S2	14%	1%	2	3%	2%	-2%	34%	-1%	1%
39	Cc1ccc(S(=O)(=O)N(C)CCCC(=O)N2CCOCC2)cc1	-1%	0%	-8	-16%	16%	3%[59 µM]	23%	6%	-2%
40	N/C(=N\N=Cc1ccc2c(c1)OCO2)NN=Cc1ccc2c(c1)OCO2	8%	-18%	-11	20%	u	x	-20%	x	-3%
41	Cc1ccc(S(=O)(=O)NCC2CCCO2)cc1 (stereo unspecified)	-10%	-4%	0	-11%	-19%	19%	47%[activator]	10%	14%
42	O=C1NC(c2ccccc2)=C(c2nc3ccccc3s2)C(c2ccc(F)cc2)N1 (stereo unspecified)	0%	u	1	-20%	u	38%[0.501 µM]	-5%	-38%[57.1 µM]	-1%
43	CSCCC(NC(=O)C12CC3CC(CC(C3)C1)C2)C(=O)OCC(=O)c1ccc(Cl)cc1 (stereo unspecified)	-14%	0%	4	14%	-3%	1%[59 µM]	19%	-3%	-4%
44	COc1ccc(S(=O)(=O)N(C)C2CCN(C)CC2)cc1	-1%	16%[57.4 µM]	0	9%	1%	u	32%	-2%	4%
45	COc1ccc(OCc2cc(C(=O)N(C)Cc3cc(C)no3)no2)c(Cl)c1	-8%	-3%	-3	-33%	6%	-3%[59 µM]	18%[57 µM]	3%	-20%

Random excerpt: 2 compounds from above, in no set order.
no.	compound	GLS inhibitor	ALOX12 inh	PI4K2A block	RGS4 inhibitor	JMJD2A Tudor	G9a block	HP1b chromo inh	BAZ2B block	ERG-DNA inh
42	O=C1NC(c2ccccc2)=C(c2nc3ccccc3s2)C(c2ccc(F)cc2)N1 (stereo unspecified)	0%	u	1	-20%	u	38%[0.501 µM]	-5%	-38%[57.1 µM]	-1%
44	COc1ccc(S(=O)(=O)N(C)C2CCN(C)CC2)cc1	-1%	16%[57.4 µM]	0	9%	1%	u	32%	-2%	4%

Screening data: PubChem BioAssay, National Center for Advancing Translational Sciences (NCATS)
